ADAM10 inh: human ADAM10 inhibitors, primary screen, biochemical, QFRET, HTS; Disintegrin and metalloproteinase domain-containing protein 10 (Homo sapiens), O14672; recombinant ADAM10, EDANS/DABCYL FRET peptide cleavage, 3 h; inhibition, % at 7 µM; actives 0.62% (n = 370,000); AID 720582, 2013;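 active = inhibition above a per-campaign cutoff equal to the mean of compounds falling between control-based bounds plus 3 SD, cut at about 20% in these data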;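 note: 0% = DMSO wells while the 100% control is not disclosed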
LEDGF integ inh: blockers of LEDGF/p75-dependent integrase strand transfer – biochemical, TR-FRET, high throughput, primary screen; AID 743269, 2014; TR-FRET IN-LEDGF/p75 DNA integration, Eu/Cy5; actives 0.64% (n = 370,000); inhibition, % at 3.7 µM; HIV-1 integrase (with human LEDGF/p75);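 active = inhibition above the screen-wide mean plus 3 SD, cut at about 13% in these data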;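 note: signal is the Cy5 over europium emission ratio at 671 and 618 nm; 0% = plate median of compound wells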
DDE Tn7 FP inh: inhibitors of Tn7 peptide binding to fibrin DD(E), primary screen, biochemical, fluorescence polarization, human fibrin, Tn7 probe | Fibrinogen beta chain (Homo sapiens), P02675 | FP displacement of FITC-Tn7 peptide from fibrin DD(E); 0% = median of compound wells per plate | inhibition, % at 8.3 µM | actives 0.13% (n = 370,000) | AID 720508, 2013;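 active = inhibition above the mean of compounds falling within the control limits plus 3 SD of them, cut at about 14% in these data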;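 note: 0% = plate median of compound wells and 100% = 10 µM Aha-Tn7 peptide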
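Test system: human clot-derived fibrin DD(E) complex / Quantity: 2 µM final DD(E) protein / Incubation: 10 min plus 3 h, room temperature / Measured by: fluorescence polarization / Benchmarks: high control of 10 µM Aha-Tn7 peptide / Replicates: singlicate testing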
PLCg1 inh: PLC-gamma1 enzyme inhibitors, primary screen, biochemical, fluorescence, purified enzyme; 1-phosphatidylinositol 4,5-bisphosphate phosphodiesterase gamma-1 (Homo sapiens), P19174; fluorogenic substrate; inhibition, % at 12.2 µM; actives 0.84% (n = 370,000); in the data active = inhibition above about 9.5%
Target sequence (P19174 whole entry, looked up): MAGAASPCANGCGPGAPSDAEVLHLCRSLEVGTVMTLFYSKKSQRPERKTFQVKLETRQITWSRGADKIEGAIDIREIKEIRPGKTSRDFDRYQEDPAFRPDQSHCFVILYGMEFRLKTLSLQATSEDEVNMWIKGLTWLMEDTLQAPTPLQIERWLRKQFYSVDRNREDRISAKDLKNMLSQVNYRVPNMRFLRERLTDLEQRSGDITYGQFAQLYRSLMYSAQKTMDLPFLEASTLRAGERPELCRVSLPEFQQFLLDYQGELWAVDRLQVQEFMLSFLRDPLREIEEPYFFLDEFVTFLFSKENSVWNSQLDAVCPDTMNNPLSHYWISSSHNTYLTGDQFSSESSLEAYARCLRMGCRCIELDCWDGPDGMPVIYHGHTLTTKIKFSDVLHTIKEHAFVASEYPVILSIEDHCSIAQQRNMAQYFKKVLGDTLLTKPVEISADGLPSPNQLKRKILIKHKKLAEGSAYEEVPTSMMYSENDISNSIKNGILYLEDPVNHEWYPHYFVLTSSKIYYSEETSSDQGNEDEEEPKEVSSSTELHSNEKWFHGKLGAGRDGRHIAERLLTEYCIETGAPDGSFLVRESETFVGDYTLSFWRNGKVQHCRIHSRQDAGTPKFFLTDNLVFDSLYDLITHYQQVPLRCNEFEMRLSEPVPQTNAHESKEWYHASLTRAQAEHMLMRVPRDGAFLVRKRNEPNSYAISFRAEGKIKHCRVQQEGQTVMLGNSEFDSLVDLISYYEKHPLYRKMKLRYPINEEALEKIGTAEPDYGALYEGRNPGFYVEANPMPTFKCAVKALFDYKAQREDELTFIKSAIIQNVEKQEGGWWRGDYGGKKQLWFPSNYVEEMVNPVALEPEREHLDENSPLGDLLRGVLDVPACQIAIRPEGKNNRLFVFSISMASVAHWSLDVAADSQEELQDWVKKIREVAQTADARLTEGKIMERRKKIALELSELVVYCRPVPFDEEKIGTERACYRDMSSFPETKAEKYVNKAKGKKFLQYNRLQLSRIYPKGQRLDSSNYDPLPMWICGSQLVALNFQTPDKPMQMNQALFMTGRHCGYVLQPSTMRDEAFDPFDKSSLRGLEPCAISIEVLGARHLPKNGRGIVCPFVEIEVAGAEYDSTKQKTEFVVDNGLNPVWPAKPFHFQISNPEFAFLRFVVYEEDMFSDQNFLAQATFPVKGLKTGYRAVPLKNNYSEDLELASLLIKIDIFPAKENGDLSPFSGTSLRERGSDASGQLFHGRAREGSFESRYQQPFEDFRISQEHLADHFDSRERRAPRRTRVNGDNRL
DDE Tn6 FP inh: inhibitors of Tn6 peptide binding to fibrin DD(E), primary screen, biochemical, fluorescence polarization, human fibrin, Tn6 probe. Fibrinogen beta chain (Homo sapiens), P02675. Fibrin DD(E) TRITC-Tn6 fluorescence polarization displacement. inhibition, % at 8.3 µM. actives 0.21% (n = 370,000). AID 720509, 2013;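 active = inhibition above a per-campaign cutoff: mean of compounds within control limits plus 3 SD, cut at about 15% in these data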;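 note: 0% = median of all compound wells on the plate and 100% = blocking peptide control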
ARFGAP1 inh: inhibitors of rat ARFGAP1 GAP activity, primary screen, biochemical, fluorescence polarization, GDP tracer | actives 0.26% (n = 360,000) | AID 651572, 2012 | inhibition, % at 16.5 µM | Arfgap1-stimulated ARF1 GTP hydrolysis, GDP FP detection | ADP-ribosylation factor GTPase-activating protein 1 (Rattus norvegicus), Q62848;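 active = inhibition above a per-plate limit, mean inhibition of low control wells plus 3 SD, cut at about 25% in these data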;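 note: 0% = DMSO wells with enzyme and 100% = wells lacking Arfgap1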
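system = rat Arfgap1 catalytic domain, aa 1-136 | technique = FP, GDP Alexa 633 tracer displaced from anti-GDP antibody, 620/688 nm | compound = one concentration, 16.5 µM, DMSO 1.26% | medium = HEPES-based buffer, pH 7.5 | timing = compound-enzyme preincubation 20 min, reaction 120 min, detection 60 min, 25 °C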
ASAP1 inh: inhibitors of human ASAP1 ArfGAP activity, primary screen, biochemical, fluorescence polarization; Arf-GAP with SH3 domain, ANK repeat and PH domain-containing protein 1 (Homo sapiens), …; ASAP1-stimulated ARF1 GTP hydrolysis, GDP FP detection; inhibition, % at 16.5 µM; actives 0.19% (n = 360,000); AID 624377, 2012; in the data active = inhibition above about 25%;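 note: 0% = vehicle with enzyme and substrate and 100% = no enzyme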
KLK7 zymogen act: proKLK7 zymogen activators, primary screen, biochemical, fluorescence intensity | Kallikrein-7 (Homo sapiens), P49862 | purified proKLK7, EDANS-DABCYL substrate fluorescence; 100% is mature enzyme control, 0% vehicle | activation, % at 7 µM | actives 0.9% (n = 370,000) | AID 652039, 2013;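 active = activation above the mean of all tested compounds plus 3 SD, computed per campaign excluding outliers beyond control limits, cut at about 13% in these data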
TDP2 absorb: human TDP2 enzyme inhibitors, primary screen, biochemical, epi absorbance, recombinant enzyme | actives 0.34% (n = 370,000) | AID 720702, 2013 | T5PNP hydrolysis, p-nitrophenol absorbance 415 nm | inhibition, % at 12.8 µM | Tyrosyl-DNA phosphodiesterase 2 (Homo sapiens), O95551;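 active = inhibition above the mean of all tested compounds plus 3 SD, set per campaign, cut at about 25% in these data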;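 note: 0% = DMSO with enzyme and 100% = buffer with substrate but no TDP2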
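Assay system: Recombinant human TDP2 | Quantity: 120 nM TDP2 per well | Incubation: 2 h at 37 °C | Signal: Epi absorbance | Evaluation: Percent inhibition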
ADAM17 inh: ADAM17 inhibitors, primary screen, biochemical, QFRET; Disintegrin and metalloproteinase domain-containing protein 17 (Homo sapiens), P78536; recombinant ADAM17, EDANS/DABCYL FRET peptide cleavage; inhibition, % at 6.95 µM; actives 0.83% (n = 370,000); AID 720648, 2013;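 active = inhibition above the mean of compounds lying between control limits plus 3 SD, set per campaign, cut at about 8.5% in these data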;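 note: 0% = DMSO-only wells as the low control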
An asterisk follows results filed as active; i = inactive; x = no result given.

DDE Tn7 FP inh,ADAM10 inh,TDP2 absorb,DDE Tn6 FP inh,ARFGAP1 inh,PLCg1 inh,LEDGF integ inh,ADAM17 inh,ASAP1 inh,KLK7 zymogen act,SMILES
-1,-6,-4,0,8,0,1,-3,-4,-0.1,Cc1ccc(C(=O)N(CC(C)C)c2nc3ccccc3s2)o1
6,-22,8,3,2,1,-1,-2,11,0.4,Cc1cc(C)nc(-n2nc(C)c(C3(O)C(=O)Nc4ccc(F)cc43)c2N)n1 (configuration not stated)
0,-1,5,-3,-2,0,-3,-4,15,0.4,CC(NC(=O)/C(C#N)=C/c1ccc(Cl)c([N+](=O)[O-])c1)c1ccccc1 (configuration not stated)
2,-10,4,-7,7,-7,-4,-5,-3,0.5,O=C(NCC(c1ccco1)N1CCCC1)c1cccc(S(=O)(=O)N2CCOCC2)c1 (configuration not stated)
3,-118,-8,-6,5,-94,5,-42,-4,2.0,COc1ccc(N)cc1-n1c(C)ccc1C
8,-11,72*,4,-7,4,29*,-2,26*,-0.1,O=C1C=C(Nc2cccnc2)c2ccccc2C1=O
11,3,5,-3,2,-1,-1,-2,-5,0.1,Cc1nc(NC(C)c2ccccc2)c2oc3ccccc3c2n1 (configuration not stated)
-5,-2,-16,10,0,-3,-1,2,-6,-0.1,O=C(NCc1ccncc1)c1nc(-c2ccc(C(F)(F)F)cc2)no1

Entries above marked active in TDP2 absorb.
DDE Tn7 FP inh,ADAM10 inh,TDP2 absorb,DDE Tn6 FP inh,ARFGAP1 inh,PLCg1 inh,LEDGF integ inh,ADAM17 inh,ASAP1 inh,KLK7 zymogen act,SMILES
8,-11,72*,4,-7,4,29*,-2,26*,-0.1,O=C1C=C(Nc2cccnc2)c2ccccc2C1=O

Going on with the list:
DDE Tn7 FP inh,ADAM10 inh,TDP2 absorb,DDE Tn6 FP inh,ARFGAP1 inh,PLCg1 inh,LEDGF integ inh,ADAM17 inh,ASAP1 inh,KLK7 zymogen act,SMILES
1,-12,1,3,-6,-9,1,-6,-4,0.6,Cc1c(C(C)(C)C)c(C=S)n2ccccc12
-2,0,10,-1,1,5,3,0,2,0.6,COCCN1C(=O)c2oc3ccccc3c(=O)c2C1c1cccc(O)c1 (configuration not stated)
-1,-10,-11,-6,4,-3,5,-3,-13,0.3,O=C(CSCc1ccc(Cl)cc1)NCCSCc1ccco1
5,-3,-2,-1,-7,2,-1,-5,-4,0.6,CCN1C(=O)NC(c2ccccc2)C1=O (configuration not stated)
-4,-2,7,-4,20,-1,0,-4,9,-1.2,CS(=O)(=O)N(CCc1ccccc1)CC(=O)NCC1CCCO1 (configuration not stated)
1,-4,-3,-5,11,-2,0,-5,5,0.4,CC(=O)NC(CCS(C)(=O)=O)C(=O)Nc1cccc(C(C)=O)c1 (configuration not stated)
1,-19,10,0,13,-3,0,-11,-4,0.2,FC(F)Oc1ccc(NC(=S)Nc2ccc3cn[nH]c3c2)cc1
6,2,-10,1,2,-2,5,5,-6,0.0,CC1Cc2ccccc2N1S(=O)(=O)c1cccc(C(=O)NCc2ccco2)c1 (configuration not stated)

Overlap with the part before: 2 entries, then new ones.
DDE Tn7 FP inh,ADAM10 inh,TDP2 absorb,DDE Tn6 FP inh,ARFGAP1 inh,PLCg1 inh,LEDGF integ inh,ADAM17 inh,ASAP1 inh,KLK7 zymogen act,SMILES
1,-19,10,0,13,-3,0,-11,-4,0.2,FC(F)Oc1ccc(NC(=S)Nc2ccc3cn[nH]c3c2)cc1
6,2,-10,1,2,-2,5,5,-6,0.0,CC1Cc2ccccc2N1S(=O)(=O)c1cccc(C(=O)NCc2ccco2)c1 (configuration not stated)
0,-18,7,-2,x,-1,2,-7,x,-0.4,COCc1cccc(-c2cc(C(=O)OC)c3n(c2=O)CCC3)c1
7,-2,2,3,6,-1,-5,-4,-9,0.2,CCCCCCOC(=O)Sc1nc2ccccc2o1
9,-15,5,-1,-5,0,-3,-3,-4,-0.7,Cc1ccc(S(=O)(=O)NCc2nc3ccccc3[nH]2)cc1
0,-6,-2,3,2,-3,-2,-1,-9,0.1,COC(=O)CCC(=O)Nc1ccc2oc3c(c2c1)CCCC3
-4,3,-7,-1,16,5,11,1,-7,-0.3,O=C(NC(=S)N1CCN(Cc2ccc3c(c2)OCO3)CC1)c1cccc(Br)c1
1,-4,-8,-9,-7,-25,-12,-4,0,1.3,CC(C)C(=O)NC(c1ccco1)c1ccc2cccnc2c1O (configuration not stated)
-2,-4,-1,-8,9,-1,2,-4,-1,0.0,Fc1ccc(NC(=S)N/N=C/c2ccc(F)c(F)c2)c(F)c1
4,-211,3,-4,-6,-91,2,-66,-2,-4.7,O=C1NC(c2ccccn2)Nc2sc3c(c21)CCC3 (configuration not stated)

Additional results
DDE Tn7 FP inh,ADAM10 inh,TDP2 absorb,DDE Tn6 FP inh,ARFGAP1 inh,PLCg1 inh,LEDGF integ inh,ADAM17 inh,ASAP1 inh,KLK7 zymogen act,SMILES
1,-2,6,-12,9,-1,-2,-6,13,-0.6,COc1ccc(CN2C(=O)c3cccnc3C2Nc2ccc(C)cc2)cc1 (configuration not stated)
8,4,5,-8,-21,-2,2,-5,-9,0.8,CCC(c1nnnn1CCOC)N1CCN(C(=O)c2ccco2)CC1 (configuration not stated)
-5,2,4,-8,-7,-1,1,-5,-2,0.2,COc1ccc(OCCCC(=O)OC(C)C(=O)Nc2ccc(NC(C)=O)cc2)cc1 (configuration not stated)
-1,-2,-15,-2,15,2,-9,1,5,0.0,COc1ccc(NC(=O)CSc2nnnn2C2CCCCC2)c(OC)c1
2,-4,1,-9,5,2,-2,3,9,0.4,COC(=O)[C@]1(Cc2ccccc2)N[C@H](CN(C)S(=O)(=O)c2ccc(C)cc2)[C@@H]2C(=O)N(Cc3ccccc3)C(=O)[C@@H]21
-3,3,11,0,1,0,1,1,0,0.4,CCOC(=O)C1CCN(C(=O)CCC(=O)NNc2nc3ccccc3c3nc(C)nn23)CC1
-2,2,9,2,-3,1,1,-2,0,-0.1,CCOC(=O)c1c(NC(=O)COC(=O)CCNS(=O)(=O)c2ccccc2)sc(C(=O)N(C)C)c1C
-2,2,17,7,3,-6,-3,-3,3,-0.6,CN1CCN(CCCNc2c(C=O)c(=O)[nH]c3ccccc23)CC1

Further structures follow.
DDE Tn7 FP inh,ADAM10 inh,TDP2 absorb,DDE Tn6 FP inh,ARFGAP1 inh,PLCg1 inh,LEDGF integ inh,ADAM17 inh,ASAP1 inh,KLK7 zymogen act,SMILES
-2,i,-5,2,9,i,-4,-266,3,-342,O=C1OCCN1C(=O)[C@H]1[C@H](c2ccc(F)cc2)C(c2cccc(Cl)c2)=NN1c1ccccc1
-1,-41,-7,-4,-12,0,5,-15,4,0.8,O=C(O)CSc1ncnc2sc(-c3ccccc3)cc12
-1,-2,11,7,-5,-1,-1,-1,-7,0.5,O=C(c1ccncc1)N1CCN(CCc2ccccc2)CC1
-5,6,1,8,1,-1,-1,-1,3,0.4,CCN1C(=O)CC(c2ccc(OC(C)C)cc2)C1=O (configuration not stated)
-1,15,-23,-10,0,5,-5,5,-7,-0.4,COc1ccc(-c2cc(C(=O)NN)n(-c3ccccc3)n2)cc1
2,1,1,2,-1,4,3,-3,1,1.1,O=C(O)CCSc1nnc(COc2ccc(Cl)cc2)n1-c1ccccc1
0,1,-5,-3,-2,5,-2,-11,10,-0.1,CCCNC(=O)Nc1cccc(C(=O)OC)c1
3,3,-10,17*,-5,-11,0,-1,0,-0.2,O=C1N=C(N2CCN(c3ccccc3)CC2)S/C1=C/c1ccco1

(further entries)
DDE Tn7 FP inh,ADAM10 inh,TDP2 absorb,DDE Tn6 FP inh,ARFGAP1 inh,PLCg1 inh,LEDGF integ inh,ADAM17 inh,ASAP1 inh,KLK7 zymogen act,SMILES
-3,7,-12,-4,5,5,2,1,-1,-0.3,COC(=O)c1cc(/C=C/c2ccccc2)[nH]n1
3,7,4,0,-13,-2,2,-6,-12,-0.6,CN1C[C@@H]2[C@@H]3C(=O)N(C)C(=O)[C@@H]3[C@](Cc3ccccc3)(C1=O)N2C(=O)c1ccccc1
-4,9,2,1,x,3,1,5,x,0.1,Cc1ccc(-c2nc(C3CCCN(S(=O)(=O)c4ccccc4)C3)no2)cc1 (configuration not stated)
0,-4,-3,0,0,1,-1,-1,16,-0.8,Cc1ccc(NC(=S)NNC(=S)NCc2ccccc2)cc1
2,-7,2,-8,6,-1,0,-4,1,-1.1,Clc1ccc(CSc2nnc(-c3ccncc3)o2)c(Cl)c1
-6,5,-1,4,-5,0,0,2,-3,1.1,O=C1C=C(c2cccc(O)c2)CCC1
4,-3,-3,8,1,3,-2,4,6,0.1,C=C1C(C(=O)N2CCOCC2)C1C(=O)N1CCOCC1 (configuration not stated)
2,-2,3,4,-13,-1,0,-4,-2,-0.1,Cc1cc(C(=O)CSc2n[nH]c(N)n2)c(C)n1C1CC1

Filtered by structure: the entries above with a thiophene ring, fused or not.
DDE Tn7 FP inh,ADAM10 inh,TDP2 absorb,DDE Tn6 FP inh,ARFGAP1 inh,PLCg1 inh,LEDGF integ inh,ADAM17 inh,ASAP1 inh,KLK7 zymogen act,SMILES
4,-211,3,-4,-6,-91,2,-66,-2,-4.7,O=C1NC(c2ccccn2)Nc2sc3c(c21)CCC3 (configuration not stated)
-2,2,9,2,-3,1,1,-2,0,-0.1,CCOC(=O)c1c(NC(=O)COC(=O)CCNS(=O)(=O)c2ccccc2)sc(C(=O)N(C)C)c1C
-1,-41,-7,-4,-12,0,5,-15,4,0.8,O=C(O)CSc1ncnc2sc(-c3ccccc3)cc12
